Bioassay records (PubChem BioAssay)
aDG glyco up – alpha-DG glycosylation activation. Pro5-aDG cells, alpha-DG glycosylation AlphaScreen (IIH6); 0% Pro5, 100% B10-LARGE cell signal. activation, % at 10 µM. hit rate 0.22% among 360,000;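 active = activation of at least 8% versus controls, or a plate z-score of at least 8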;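 also: Pro5 are CHO cells carrying HIG-tagged alpha-DG that lacks glycosylation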
ABCB6 inh MLPCN – human ABCB6 transporter inhibition | fluorescence ratio to DMSO, % at 10 µM | AID 602162 | K562-ABCB6 porphyrin accumulation, flow cytometry, 1 h; hits give low values | hit rate 0.19% among 360,000 | Q9NP58;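 active = fluorescence ratio to DMSO below 75%, the collection mean minus 3 SD; inconclusive = too few cells collected in the well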;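 also: signal is porphyrin accumulated inside mitochondria; 100% equals median channel fluorescence of DMSO control wells; lower ratio means ABCB6 inhibition with less porphyrin fluorescence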
Granule exo inh – blocks lytic granule exocytosis | TALL-104 LAMP-1 surface exposure, flow cytometry; cells stimulated with thapsigargin and PMA | inhibition, % at 10 µM | hit rate 0.66% among 360,000;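 active = inhibition above about 55%, limit read from the data; inconclusive = no clear call, values can overlap the other calls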
Vif imaging – inhibitors of HIV Vif | HEK293T cells, Vif self-association by quenched fluorescence, imaging, 24 h | inhibition, % at 7.49 µM | hit rate 0.35% among 340,000 | AID 602346; in the data active = inhibition above about 50%, passing the limit was not always enough; inconclusive = no clear call, values can overlap the other calls; inactive = below about 31%; also: some results filed as inactive read as strong as hits
Glyco luc inh – blocks N-linked glycosylation in D54 reporter cells; D54 ERlucT glycosylation luciferase reporter, 24 h; percent of 100 nM tunicamycin response; reporter increase, % at 12.5 µM; hit rate 0.23% among 360,000; AID 588692;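 active = mean luciferase reporter signal, scaled so untreated is 0 and the glycosylation-blocking control 100, at or above a set limit in every replicate; inconclusive = mean reaches the limit but not every replicate does; inactive = mean below the limit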;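 also: luciferase carries N-glycosylation sites so blocking glycosylation raises the light; 0% = median of neutral control wells and 100% = median of 100 nM tunicamycin wells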
H9c2 protect – protects H9c2 cardiomyocytes from peroxide injury; hit rate 0.63% among 360,000; H2O2 injury protection, ATPLite, 2 h; protection from H2O2 cell death, % at 20 µM;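 active = compounds giving at least 50% protection of heart cells from peroxide-induced death in the single-dose screen, raw or plate-pattern-corrected value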;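 also: 0% = DMSO wells with peroxide and 100% = DMSO wells without peroxide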
CaV13 FRET inh – Primary screen for inhibitors of IQ motif and Ca2+-dependent inactivation inhibitor domain binding in CACNA1D, Förster resonance energy transfer in living cells, … | HEK cells, CFP/YFP FRET ICDI-IQ, plate reader, 10 min; percent FRET-ratio fall versus neutral wells | inhibition, % at 12.3 µM | hit rate 0.098% among 340,000 | AID 743397;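 active = mean replicate inhibition of at least 30% and at least 1% of replicates passing that level; inconclusive = only one of the two criteria is met; inactive = neither criterion is met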;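 also: 0% = median of the neutral control wells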
iPSC survival up – hiPSC single-cell survival enhancement; ATPlite luminescence; 100% = ROCK inhibitor wells, 0% = DMSO; survival enhancement, % at 20 µM; hit rate 0.044% among 360,000; in the data active = survival enhancement above about 18%;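 also: cells exposed to compounds for 16 hours before the ATP read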
m5-HT2A agonist – activates the mouse 5-HT2A serotonin receptor. CHO-K1 mHTR2A beta-arrestin complementation, luminescence; percent of 30 µM serotonin response. activation, % at 7.6 µM. hit rate 0.66% among 360,000;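 active = activation above a run cutoff, the mean activation of all tested compounds plus 3 SD, cut at about 14% in these data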;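 also: 0% = plate median of compound wells and 100% = 30 µM serotonin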
Target sequence (P35363 whole entry, looked up): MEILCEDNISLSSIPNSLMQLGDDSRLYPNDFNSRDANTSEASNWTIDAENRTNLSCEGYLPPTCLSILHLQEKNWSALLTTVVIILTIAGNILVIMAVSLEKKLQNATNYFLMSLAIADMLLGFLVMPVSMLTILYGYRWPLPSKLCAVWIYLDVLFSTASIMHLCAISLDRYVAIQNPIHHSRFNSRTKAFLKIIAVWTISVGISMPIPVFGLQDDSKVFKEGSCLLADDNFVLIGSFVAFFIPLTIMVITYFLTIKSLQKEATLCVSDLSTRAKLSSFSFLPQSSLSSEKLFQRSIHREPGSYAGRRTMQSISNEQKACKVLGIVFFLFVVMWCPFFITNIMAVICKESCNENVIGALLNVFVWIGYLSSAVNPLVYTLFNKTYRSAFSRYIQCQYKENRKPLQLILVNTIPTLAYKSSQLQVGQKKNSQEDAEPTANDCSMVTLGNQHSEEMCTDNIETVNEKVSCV
PDI inh – blocks human protein disulfide isomerase activity; inhibition, % at 10 µM; AID 588391; PDI insulin aggregation turbidity, A650, 90 min; P07237; hit rate 0.052% among 350,000;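 active = mean inhibition across replicates of 30% or more, whatever share of single replicates reach that level; inconclusive = mean inhibition below 30% while every single replicate reaches 30%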;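 also: absorbance from insulin aggregation driven by PDI reduction with DTT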
Target sequence (P07237 whole entry, looked up): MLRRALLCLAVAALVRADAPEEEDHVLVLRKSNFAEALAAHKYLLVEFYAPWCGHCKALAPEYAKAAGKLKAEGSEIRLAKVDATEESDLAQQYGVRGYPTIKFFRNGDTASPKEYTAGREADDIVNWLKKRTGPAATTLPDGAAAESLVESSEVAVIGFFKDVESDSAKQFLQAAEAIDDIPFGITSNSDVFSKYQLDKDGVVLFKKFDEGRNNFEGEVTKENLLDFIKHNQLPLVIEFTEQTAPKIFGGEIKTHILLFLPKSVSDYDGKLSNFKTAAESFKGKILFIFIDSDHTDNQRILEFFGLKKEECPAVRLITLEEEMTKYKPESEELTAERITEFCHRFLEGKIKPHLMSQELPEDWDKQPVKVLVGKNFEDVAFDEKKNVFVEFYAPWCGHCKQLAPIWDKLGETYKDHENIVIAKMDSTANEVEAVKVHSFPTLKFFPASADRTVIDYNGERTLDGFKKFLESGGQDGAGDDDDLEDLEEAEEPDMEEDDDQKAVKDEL
An asterisk follows results filed as active; ? = inconclusive; . = not tested or not shown.

SMILES	aDG glyco up	ABCB6 inh MLPCN	Granule exo inh	Vif imaging	Glyco luc inh	H9c2 protect	CaV13 FRET inh	iPSC survival up	m5-HT2A agonist	PDI inh
O=C(NCCN1C(=O)CSC1=O)c1ccccc1	-0.2	104	-4	-4	-1	2	-5	3.7	5	9
CCN(CC)C(=S)SCC(=O)Nc1ccc(F)cc1	0.0	89	-3	-10	-4	-7	.	5.9	5	-2
COc1ccc2[nH]c3c(c2c1)CNCC3	-0.1	93	1	.	-2	-1	-12	-0.1	-1	-2
COc1ccc(N2C(=O)CS/C2=N\C(=S)Nc2ccccc2)cc1	1.0	95	-5	-1	2	1	-5	-0.6	-3	-2
Cc1c(C(=O)N2CCc3ccccc32)oc2c1C(=O)CC(C)(C)C2	-0.1	94	-6	-7	-4	9	-3	-1.3	-2	0
Cc1cccc(C)c1OCc1cc(C(=O)N2CCNC(=O)C2)no1	0.0	99	12	3	0	-2	-13	1.0	6	1
CCOc1ccc(CCNC(=O)CSc2cc(=O)n(C)c3cc(Cl)ccc23)cc1OCC	0.1	110	2	-18	2	-2	-7	3.5	1	-6
C/C=C/Cn1c(SCc2ccc(C)cc2)nc2c1c(=O)[nH]c(=O)n2C	0.1	95	?	-2	0	-16	-3	-1.9	10	-13
Cc1ccc(OCc2nc(C#N)c(N3CCCCC3)o2)cc1	-0.3	96	0	4	-2	-2	3	0.0	-2	-4
CC1CCN(c2nc3c(c(=O)n(C)c(=O)n3C)n2CCSc2nc3ccccc3s2)CC1	0.0	89	-2	-38	-2	16	-4	-2.8	-1	17
Cc1ccc(-c2nnn(CC(=O)N(CC(=O)NC3CCCC3)c3ccc(F)cc3)n2)o1	-0.2	94	-11	-8	-1	3	-17	-0.5	3	-11
NC(=O)c1ncc(C(F)(F)F)cc1Oc1cccnc1	-0.2	106	-1	-2	3	9	-4	0.8	4	-3
COc1cc(/C=N\NC(=O)c2ccc(-c3ccccc3)cc2)cc(OC)c1OC(C)=O	-0.1	103	4	.	11	18	-6	0.0	-4	-2
C=C[C@@H]1c2ccccc2N(S(=O)(=O)c2ccc(C)cc2)[C@H](c2ccc(C(=O)OC)cc2)C1(C#N)C#N	-0.1	90	4	-5	-4	-7	-10	-1.4	-4	-4
COc1ccccc1N1CCN(C(=O)C2CC=CCC2C(=O)O)CC1 (centres undefined)	-0.2	105	1	-9	-1	-2	.	-1.4	1	-13
COc1ccc(C2C(C(=O)OCC(=O)N3CCCCC3)CCC(=O)N2c2ccc(OC)cc2)cc1 (centres undefined)	0.1	100	-2	.	0	10	-5	3.9	0	1
Nc1nc(Nc2ccccc2F)nc(N2CCCC2)c1[N+](=O)[O-]	0.2	96	-29	-5	6	-4	-1	0.2	-2	-4
Cc1ccc(NC(=O)CS(=O)CC(=O)Nc2cnc3ccccc3c2)cc1Cl (centres undefined)	0.0	100	8	2	1	5	-2	0.9	0	-5
CCOc1ccc(/C=N/NC(=O)c2nnn(-c3nonc3N)c2-c2cccs2)cc1	0.1	104	1	-4	4	-5	-7	-0.5	0	7
Cc1ccc(CCNC(=O)CCS(=O)(=O)c2ccc3c(c2)oc(=O)n3C)cc1	0.1	100	-3	7	3	-4	-7	0.6	4	8
O=C(C1=C(c2ccccc2)C(=O)c2ccccc2C1=O)c1ccccc1	-1.0	100	42	-51	-2	-12	-5	-2.5	-6	11
O=C(O)CCc1n[nH]c(=S)[nH]c1=O	0.2	91	-3	5	1	-14	-6	-0.1	-1	-5
CCOc1ccc(S(=O)(=O)NCc2ccc3c(c2)OCO3)cc1C(=O)O	0.2	97	2	.	1	1	-4	-0.3	0	-5
Cn1c(Cn2c(=O)sc3ccccc32)nnc1SCC(=O)N1CCCc2ccccc21	0.1	92	2	4	0	10	-12	1.6	-2	.
Cn1c(SCC(=O)Nc2ccc3[nH]c(=O)[nH]c3c2)nnc1-c1ccc(F)cc1	0.2	106	-2	-19	0	-1	-7	0.3	-5	4

(listing goes on)
SMILES	aDG glyco up	ABCB6 inh MLPCN	Granule exo inh	Vif imaging	Glyco luc inh	H9c2 protect	CaV13 FRET inh	iPSC survival up	m5-HT2A agonist	PDI inh
CCCCCOc1cccc(C2C(C(=O)c3cccs3)=C(O)C(=O)N2CCN2CCOCC2)c1 (centres undefined)	0.0	98	-1	-1	-3	1	-4	-0.5	-2	7
Nn1c(COc2ccccc2)nnc1SCc1cc(=O)[nH]c2ccccc12	-0.2	104	-4	-4	-1	5	-9	-0.6	0	-4
COc1ccc(-n2nc(C(=O)NCC(=O)Nc3cccc(NC(C)=O)c3)c3ccccc3c2=O)cc1	-0.3	99	8	-2	3	30	-7	1.4	3	2
Cc1ccc(C(=O)NCC(=O)OCc2nnc(-c3ccccc3)o2)cc1	0.1	94	0	.	3	2	-6	-0.3	15*	0
CCOc1ccc(NC(=O)COc2cccc3cccnc23)cc1S(=O)(=O)N1CCCC1	-0.3	95	-3	.	0	35	-5	-1.5	0	10
CC(C)Cn1c(=O)c2ccccc2n2c(CCC(=O)O)nnc12	-0.2	95	7	9	2	-2	-3	0.3	0	1
CCCNC(=O)NC(=O)CN1C(=O)NC(C)(c2ccc3ccccc3c2)C1=O (centres undefined)	-0.1	102	-8	-4	10	6	-7	0.1	11	10
CN(CC(=O)Nc1ccccc1Br)Cc1nc2ccccc2c(=O)[nH]1	0.2	96	-1	4	0	29	-5	-1.9	6	5
COc1ccc(/C=C/c2nc3ccccc3n2Cc2ccccc2OC)cc1	0.7	101	11	-10	-8	-30	-10	-1.8	-4	6
CCCn1c(CCC(=O)O)ccc1-c1ccc(F)cc1	0.4	104	-1	-5	2	4	-5	-1.9	-5	-3
CCCCn1c(O)c(N=NC(=O)Cn2c(C(F)(F)F)nc3ccccc32)c2ccccc21	0.0	96	0	-3	-1	-7	-5	-2.8	2	-4
Cc1ccc(C)c(S(=O)(=O)N2C(=S)NC(=O)C2C(C)C)c1 (centres undefined)	2.4	106	-3	-3	0	9	-6	-5.0	-1	4
Cn1c(=O)c2c(nc(OCCc3ccccc3)n2C)n(C)c1=O	0.1	97	7	-5	-1	7	-17	0.2	2	-3
CCOc1ccc(NC(=O)CCNC(=O)C2CCN(S(=O)(=O)c3ccccc3)CC2)cc1	0.1	92	4	-4	0	-4	-7	-0.4	2	3
CCOC(=O)c1c(NC(=S)NCc2ccccc2)sc2c1CCN(C(=O)OCC)C2	-0.1	98	48	2	1	-2	-2	0.0	-5	-2
Cn1nnnc1Sc1ncnc2scc(-c3ccc4c(c3)OCO4)c12	0.0	102	6	6	-9	33	-7	-2.1	-2	0
CC(C(=O)Nc1ccc(S(=O)(=O)N2CCCC2)cc1)N1CCCC(C(N)=O)C1 (centres undefined)	-0.3	99	-7	-1	-1	5	.	-0.5	-8	-5
CSc1ccc(S(=O)(=O)NCC(=O)OCC(=O)N2CCCCC2C)cc1[N+](=O)[O-] (centres undefined)	-0.4	102	4	9	1	-11	-5	-0.5	1	0
C[C@H](CO)N1C[C@H](C)[C@@H](CN(C)Cc2ccc3c(c2)OCO3)Oc2c(NS(C)(=O)=O)cccc2C1=O	0.3	105	0	.	2	12	-11	3.5	-5	7
COC(=O)C1=NNCC12CC(=O)N(c1ccc(Br)cc1)C2=O (centres undefined)	0.0	97	1	4	1	-2	-6	0.9	0	5
COC(=O)CSc1n[nH]c(=S)s1	-0.1	95	-2	16	1	1	-3	-0.6	-3	17
Cc1ccccc1NC(=O)C(C)n1c2ccccc2c2nc(=O)cc(C)n21 (centres undefined)	-0.2	101	0	2	-1	10	-3	0.0	0	-1
COc1cc(NC(=O)COC(=O)Cn2cnc3c2c(=O)n(C)c(=O)n3C)cc(OC)c1	0.2	90	2	6	1	28	-2	-2.5	8	1
CCOC(=O)c1c(C)[nH]c(C(=O)OCC(=O)NCc2ccc(C)cc2)c1C	0.2	92	-1	-7	1	-5	-3	0.1	-1	-9
CCOc1ccc(C(=O)COC(=O)c2cccc(-n3cnnn3)c2)cc1	0.0	96	-3	-9	-2	-9	-8	-0.4	-1	2

Limited to PDI inh and aDG glyco up, for 6 of the compounds above:
Molecule	PDI inh	aDG glyco up
Cn1nnnc1Sc1ncnc2scc(-c3ccc4c(c3)OCO4)c12	0	0.0
CC(C(=O)Nc1ccc(S(=O)(=O)N2CCCC2)cc1)N1CCCC(C(N)=O)C1 (centres undefined)	-5	-0.3
CSc1ccc(S(=O)(=O)NCC(=O)OCC(=O)N2CCCCC2C)cc1[N+](=O)[O-] (centres undefined)	0	-0.4
C[C@H](CO)N1C[C@H](C)[C@@H](CN(C)Cc2ccc3c(c2)OCO3)Oc2c(NS(C)(=O)=O)cccc2C1=O	7	0.3
COC(=O)C1=NNCC12CC(=O)N(c1ccc(Br)cc1)C2=O (centres undefined)	5	0.0
COC(=O)CSc1n[nH]c(=S)s1	17	-0.1

Back to the main list with the 2 entries that preceded the break.
SMILES	aDG glyco up	ABCB6 inh MLPCN	Granule exo inh	Vif imaging	Glyco luc inh	H9c2 protect	CaV13 FRET inh	iPSC survival up	m5-HT2A agonist	PDI inh
CCOC(=O)c1c(C)[nH]c(C(=O)OCC(=O)NCc2ccc(C)cc2)c1C	0.2	92	-1	-7	1	-5	-3	0.1	-1	-9
CCOc1ccc(C(=O)COC(=O)c2cccc(-n3cnnn3)c2)cc1	0.0	96	-3	-9	-2	-9	-8	-0.4	-1	2
CCCc1cc(N2CCCC(C(=O)NCc3ccc4c(c3)OCO4)C2)n2ncnc2n1 (centres undefined)	0.4	100	3	-1	-1	2	-6	-2.6	2	-3
O=C(COC(=O)Cc1cccc(C(F)(F)F)c1)NC(=O)NC1CCCC1	-0.2	96	-1	-6	0	-1	-5	-0.1	1	-2
O=C(OCCCOC(=O)c1ccc([N+](=O)[O-])o1)c1ccc([N+](=O)[O-])o1	1.1	93	-1	16	4	7	-2	0.0	-1	-4
Cn1nc(C(=O)NCC2CCCO2)c2ccccc2c1=O (centres undefined)	0.1	103	1	6	3	1	-4	0.3	0	-4
Cc1cc(C)c(C(=O)CC(=O)c2ccccc2Cl)c(O)c1	1.1	87	2	.	2	51*	-17	-0.3	-8	-2
COc1ccc([C@@H]2[C@@H]3C(=O)N(C(C)(C)C)C(=O)[C@@H]3[C@]3(Cc4ccccc4)C(=O)N(c4ccc(OC)cc4)C(=O)N23)cc1	-0.1	99	-3	5	2	11	-10	2.6	4	0
